# APJ antagonist: antagonists of human apelin receptor APJ, primary screen, CHO-K1 cells, beta-arrestin complementation, luminescence | P35414 | inhibition, % at 20 µM | hit rate 0.32% among 330,000 | AID 2521, 2010;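 active = inhibition above about 40% at 20 µM, limit read from the data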;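 also: cells challenged with 10 nM apelin-13 agonist together with compound; plate controls were apelin-13 plus DMSO wells for no effect and DMSO wells lacking apelin-13 for full effect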
# Target sequence (P35414 whole entry, looked up): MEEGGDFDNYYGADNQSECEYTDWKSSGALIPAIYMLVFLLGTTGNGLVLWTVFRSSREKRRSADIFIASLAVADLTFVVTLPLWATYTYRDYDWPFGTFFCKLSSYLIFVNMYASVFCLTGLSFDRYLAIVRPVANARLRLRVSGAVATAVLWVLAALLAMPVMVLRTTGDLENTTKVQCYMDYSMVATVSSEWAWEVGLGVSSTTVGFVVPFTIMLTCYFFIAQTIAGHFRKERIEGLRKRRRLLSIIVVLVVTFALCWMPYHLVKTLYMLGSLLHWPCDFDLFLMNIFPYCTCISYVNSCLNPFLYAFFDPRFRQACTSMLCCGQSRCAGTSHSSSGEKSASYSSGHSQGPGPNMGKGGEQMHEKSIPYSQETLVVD
# UPR XBP1 act: activators of adaptive XBP1 UPR arm, primary screen, cell-based, CHO-XBP1 luciferase reporter, luminescence, uHTS | IRE1-XBP1 UPR activation; percent of tunicamycin response, DMSO as zero | activation, % at 20 µM | hit rate 0.33% among 330,000;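 active = versus positive control, 20 µM dose yields 30% or more activation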;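 also: 100% = tunicamycin at 10 µg/mL and 0% = DMSO only wells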
#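 Material: IRE1-XBP1 luciferase reporter CHO line / Quantity: one thousand reporter cells per well / Buffer or medium: F12 with 10% serum / Compound: 20 µM single concentration, DMSO 1% / Times: 6 h treatment, 37 °C / Detection: Steady-Glo luciferase glow luminescence, 10 min after reagent addition / Benchmarks: tunicamycin high, DMSO low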
# TIM10 inh: growth inhibitors of isogenic TIM10 control yeast, primary screen, counter-screen for tim10-1 yeast inhibitor project, luminescence, uHTS. S. cerevisiae TIM10 strain growth, BacTiter-Glo luminescence, 24 h. inhibition, % at 10 µM. hit rate 1.4% among 330,000;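 active = inhibition of 40% or more at the single tested concentration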;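 also: wild-type TIM10 isogenic control strain grown at permissive 25 °C; 0% = DMSO yeast wells and 100% = minimal medium wells without yeast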
# tim23-1 inh: growth inhibitors of tim23-1 mutant yeast, primary screen, luminescence, uHTS | S. cerevisiae tim23-1 growth, BacTiter-Glo luminescence, 24 h | inhibition, % at 20 µM | hit rate 1.3% among 330,000 | AID 463212, 2010;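 active = growth inhibition of the mutant yeast at or above 50%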;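 also: temperature-sensitive mutant grown at 25 °C; plate controls were DMSO-treated mutant yeast for no effect and medium wells lacking yeast for full effect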
# Mdm2 MdmX PPI: inhibitors of human Mdm2-MdmX association, primary screen, cell-based, luminescence, split luciferase, SaOS-2, uHTS; Protein Mdm4 (Homo sapiens) + E3 ubiquitin-protein ligase Mdm2 (Homo sapiens), …; SaOS-2 split-luciferase Mdm2/MdmX complementation; inhibition, % at 8 µM; hit rate 3% among 330,000;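 active = inhibition of at least 50% at 8 µM in the primary screen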
# UPR CHOP act: activators of apoptotic CHOP UPR arm, primary screen, cell-based, CHO-CHOP luciferase reporter, luminescence, uHTS; AID 449763, 2010; UPR activation; percent of tunicamycin response over DMSO baseline; hit rate 0.34% among 330,000; activation, % at 10 µM;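 active = at 10 µM dose, activation of 40% or more, normalized to positive control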;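 also: 100% = tunicamycin at 10 µg/mL and 0% = DMSO alone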
#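 Evaluation: % reporter activation, DMSO baseline versus tunicamycin full activation; System: CHO-CHOP luciferase reporter cell line; Input: 500 cells/well; Incubation: 6 h compound treatment, 37 °C; Measured by: Steady-Glo luciferase luminescence; Dosing: one dose, 10 µM in 0.5% DMSO; Buffer or medium: F12 medium, 10% FBS; Benchmarks: positive tunicamycin 10 µg/mL, negative DMSO alone.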
# CXCR6 inh: CXCR6 receptor inhibitors, primary screen, cell-based, beta-arrestin, luminescence, CHO-K1 PathHunter, 1536-well; inhibition, % at 20 µM; hit rate 0.36% among 360,000; C-X-C chemokine receptor type 6 (Homo sapiens), O00574; AID 602244, 2012; in the data active = inhibition above about 34%, passing the limit was not always enough;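 also: antagonist mode with CXCL16 agonist at 10 nM final; 0% = 10 nM CXCL16 with DMSO and 100% = unstimulated wells without agonist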
# Target sequence (O00574 whole entry, looked up): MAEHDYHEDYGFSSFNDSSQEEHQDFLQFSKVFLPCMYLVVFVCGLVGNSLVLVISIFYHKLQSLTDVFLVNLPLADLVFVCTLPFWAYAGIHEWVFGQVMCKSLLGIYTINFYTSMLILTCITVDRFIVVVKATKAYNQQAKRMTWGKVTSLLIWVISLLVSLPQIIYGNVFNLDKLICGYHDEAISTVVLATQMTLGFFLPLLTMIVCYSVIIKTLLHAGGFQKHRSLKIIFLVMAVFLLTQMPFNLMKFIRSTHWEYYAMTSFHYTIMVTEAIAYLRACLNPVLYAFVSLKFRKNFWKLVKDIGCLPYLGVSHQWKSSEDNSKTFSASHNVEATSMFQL
# APJ agonist: agonists of human apelin receptor APJ, primary screen, CHO-K1 cells, PathHunter beta-arrestin, luminescence. hit rate 0.11% among 330,000. 0% DMSO wells, 100% apelin. activation, % at 20 µM;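 active = activation more than six SD over the plate average, tested at 20 µM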;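 also: 0% = DMSO alone and 100% = apelin-13 at 10 nM; some results filed as inactive read as strong as hits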
#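 Test system: CHO-K1 APJ beta-arrestin complementation cell line | Compound: Single test compound dose, 20 µM final, 1% DMSO | Incubation: Compound 90 min 25 °C, reagent 1 h | Measured by: beta-gal luminescence | Read-out basis: APJ–arrestin association signal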
# tim10-1 inh: growth inhibitors of tim10-1 mutant yeast, primary screen, luminescence, uHTS. S. cerevisiae tim10-1 ts strain growth, BacTiter-Glo, 24 h. inhibition, % at 20 µM. hit rate 2.2% among 330,000. AID 463190, 2010;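 active = inhibition of at least 40%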;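 also: mutant grown at 25 °C; 0% = DMSO wells with yeast and 100% = wells holding no yeast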
# * marks the source's active call; other numbers are inactive results; nt = not tested or not shown; & = joins results of further samples. Some of the compounds tested; rates above refer to the full screens.
# Values run as follows: APJ antagonist	UPR XBP1 act	TIM10 inh	tim23-1 inh	Mdm2 MdmX PPI	UPR CHOP act	CXCR6 inh	APJ agonist	tim10-1 inh
1. Cc1nnc(NC(=O)c2sc3nc(-c4cccs4)cc(C(F)(F)F)c3c2N)s1
  25	-6	7	37	10	-5.0	18	-6	24
2. CC(=O)c1c(C)[nH]c(C(=O)N2CCN(C(=O)c3ccco3)CC2)c1C
  1	-1	1	7	11	0.0	4	-5	6
3. O=C(COC(=O)CCN1C(=O)C2CC=CCC2C1=O)Nc1ccc(Cl)cc1F (stereo not drawn)
  0	0	5	23	12	-0.8	1	-3	3
4. CC(=O)n1cc([C@@H]2C=C(C(=O)N3CCOCC3)O[C@H](OCc3ccc(CO)cc3)C2)c2ccccc21
  5	0	12	9	-1	-0.6	4	2	-12
5. COc1ccc(CC(=O)Nc2cccc(-c3nnc(-c4cccc(C)c4)o3)c2)cc1OC
  -22	-7	3	8	93*	-4.7	-8	24*	10
6. O=c1c2sccc2nc(SCc2ccc([N+](=O)[O-])cc2)n1Cc1ccccn1
  -2	-3	24	39	-36	3.1	7	0	7
7. CCCC(C)NC(=O)c1cc(C(=O)OC)cc([N+](=O)[O-])c1 (stereo not drawn)
  -30	-3	-10	3	16	4.1	-13	0	11
8. CCCCCCNC(=O)c1cccc(-c2ccc(C)c3ccccc23)n1
  5	5	-4	18	-24	-1.3	5	-4	14
9. COc1ccc(-c2cn(CCCOCc3ccccc3)nn2)cc1
  19	4	1	20	6	-0.1	4	-2	13
10. Cc1cccc2cc(=O)[nH]c(C)c12
  -15	-1	-7	14	2	-2.2	1	-2	8
11. O=C(NCC1CCCO1)Nc1cc(Cl)cc(Cl)c1 (stereo not drawn)
  -9	1	0	-10	4	0.3	-8	-3	33
12. O=C(NCCOc1ccccc1F)Nc1ccc(Br)cc1
  14	5	-3	-1	-48	1.6	3	-3	-3
13. COc1ccccc1NC(=O)N(Cc1ccc2c(c1)OCO2)Cc1nc2ccccc2c(=O)[nH]1
  12	0	1	7	-11	0.6	-4	8	9
14. CCCN(Cc1nnc(-c2ccccc2Cl)o1)C(=O)c1ccc(C)c(S(=O)(=O)N2CCOCC2)c1
  15	-3	13	11	1	0.1	0	-2	8
15. O=C(COC(=O)Cc1cccc(F)c1)NCCc1ccccc1
  4	-1	-1	4	-17	1.8	3	0	0
16. Brc1cc(-c2ccccc2)nc(-c2ccccc2)n1
  -21	-3	14	4	-8	0.6	-19	4	-2
17. Cc1ccc(S(=O)(=O)N(C(=O)c2ccncc2)c2ccc(OC(=O)c3ccncc3)cc2)cc1
  0	-1	-43	23	11	0.9	-5	-1	-25
18. Cc1c(NC(=S)N2CCN(c3cccc(Cl)c3)CC2)c(=O)n(-c2ccccc2)n1C
  -4	-4	-6	11	-1	-1.1	4	-6	15
19. Cc1ccc(Cl)cc1NC(=O)c1cc(NC(=O)C2CCCCC2C(=O)O)ccc1N1CCOCC1 (stereo not drawn)
  19	-1	13	11	0	-0.3	7	9	3
20. CCOC(=O)C1(CCCc2ccccc2)CCN(C(=O)C2CCCO2)CC1 (stereo not drawn)
  4	1	17	17	6	-0.4	4	-2	16
21. CNC(=S)N/N=C(\C)c1ccc(C)c(C)c1
  3	1	-7	31	15	-0.9	0	-2	9
22. Cc1ccc(SCc2nc(-c3cccnc3)no2)cc1
  21	2	0	18	7	1.5	0	1	9
23. O=C(Cn1c(=O)oc2ccccc21)NCc1ccco1
  8	0	4	6	1	-1.8	-3	2	-4
24. CCOC(=O)Cc1csc(NC(=O)Cc2ccccc2)n1
  9	-4	0	20	5	0.8	-7	1	29
25. CCNC(=O)C1CCCN1C(=O)C(CCCN=C(N)N)NC(=O)C(CC(C)C)NC(=O)C(Cc1cn(Cc2ccccc2)cn1)NC(=O)C(Cc1ccc(O)cc1)NC(=O)C(CO)NC(=O)C(Cc1c[nH]c2ccccc12)NC(=O)C(Cc1cnc[nH]1)NC(=O)C1CCC(=O)N1 (stereo not drawn)
  -8	-5	11	-4	1	-2.0	2	3	32
26. CC(C)CC(NC(=O)C1CCC(C)CC1)C(=O)NCc1ccco1 (stereo not drawn)
  3	-2	-9	10	17	1.6	0	-2	6
27. CCCn1c(N)cc(=O)n(C)c1=O
  11	-2	-3	6	-29	0.3	0	-3	5
28. OCCCCC#Cc1c(-c2ccsc2)sc2ccccc12
  -75	-3	14	39	14	0.8	-7	-3	33
29. Cc1cccc(N2CCN(Cc3cnc(Cl)s3)CC2C)c1 (stereo not drawn)
  -1	2	-8	4	11	0.6	-13	0	5
30. CCOCCc1nnc(NC(=O)Cc2c(F)cccc2Cl)s1
  -4	-2	26	21	24	0.1	-3	-2	26
31. CCCn1c(C(C)Nc2nc(-c3ccc(C)cc3)cs2)nc2ccccc21 (stereo not drawn)
  -39	0	13	37	16	-0.1	9	-2	35
32. O=C(CNC(=O)c1cccc(N2C(=O)c3ccccc3C2=O)c1)Nc1ccc(F)c(F)c1
  -10	0	-14	-9	-9	1.3	9	-5	-2
33. CCOc1ccc(N(CC(=O)NCC2CCCO2)S(=O)(=O)c2ccc(Cl)cc2)cc1 (stereo not drawn)
  13	-2	19	18	4	2.2	-18	-3	19
34. O=C(Nc1ncn[nH]1)c1ccc(Cl)c(S(=O)(=O)Nc2ccc(Cl)cc2)c1
  6	-4	0	-4	5	0.1	8	-3	16
35. Cc1c(NC(=O)c2noc3c2CCc2ccccc2-3)c(=O)n(-c2ccccc2)n1C
  16	2	-13	0	11	3.3	6	-2	9
36. COc1ccc(C(=O)C2CCCN(C(=O)COc3ccc(C(C)=O)cc3)C2)cc1F (stereo not drawn)
  -3	-2	-10	7	11	-0.4	-10	-3	10
37. Cc1ccc2cc(NC(=O)CC(CC(=O)O)c3ccccc3)ccc2n1 (stereo not drawn)
  3	-4	10	-2	-6	1.5	1	-3	-10
38. CC(C)(C)c1ccc(C(=O)Nc2ccc(Cl)cc2)cc1
  -2	-1	-11	2	-60	4.5	-10	-1	-9
39. COc1cccc(N2CCN(C(=O)c3c(C)nn(-c4ccccc4)c3C)CC2)c1
  -11	-2	12	28	21	1.3	-3	-4	23
40. C#CCSc1nnc(-c2ccc(OC)cc2)o1
  11	2	1	1	-133	4.4	2	1	6
41. CC(C)C(=O)NNc1nc2ccccc2s1
  13	3	-16	11	11	5.3	2	-1	3
42. COc1ccc(Cl)cc1S(=O)(=O)N(C)CC(=O)NCc1ccccn1
  -21	-5	12	7	-17	0.1	0	-1	-3
43. C/C(N)=C(/C#N)C(=O)COC(=O)C1Cc2ccccc2CN1S(C)(=O)=O (stereo not drawn)
  5	-1	0	0	2	1.9	1&1	4	8
44. NS(=O)(=O)c1ccc(N2N=C(c3ccccc3)CC2c2cccc(Br)c2)cc1 (stereo not drawn)
  nt	3	13	52*	28	3.2	-2	nt	35
45. Cc1cc(C)cc(NC(=O)N2CCCC2C(=O)Nc2ccc(-n3cnnn3)c(C)c2)c1 (stereo not drawn)
  -19	-4	-4	-1	13	-0.3	3	-3	-3
46. COCCN(C(=O)COC(=O)C1COc2ccccc2O1)c1c(N)n(Cc2ccccc2)c(=O)[nH]c1=O (stereo not drawn)
  18	1	1	-6	-7	0.2	2	-2	-10
47. CC(C)c1ccc2occ(-c3nn[nH]n3)c(=O)c2c1
  -1	3	-13	-1	23	-2.0	7	-2	-16
48. Cc1ccc(C(=O)NCc2nnc(SCC(=O)Nc3sc4c(c3C#N)CCCC4)n2C)cc1
  0	-3	2	-9	-7	0.9	8	-2	-5
49. C=CCc1cccc2cc(C(=O)N3CCN(C(=O)c4ccco4)CC3)c(=O)oc12
  7	-2	6	3	17	1.6	-2	0	-3
50. CCc1nccn1S(=O)(=O)c1cc(Br)ccc1OC
  -8	0	-22	13	-31	-0.2	5	-3	18
51. NS(=O)(=O)c1ccc(C(=O)Nc2ccc(-c3nc4cccnc4s3)cc2)cc1
  2	5	-31	-10	-63	3.0	5	-2	-7
52. COc1ccc(/C=N/NC(=O)c2c(C)nnn2-c2nonc2N)cc1OC
  11	-3	0	-3	34	1.4	3	0	-21
53. COCCN(CC(=O)Nc1cccc(C)c1C)C(=O)c1cc(S(=O)(=O)N2CCCC2)ccc1C
  10	-3	13	10	3	-2.1	4	-3	2
54. Cc1ccc(C(=O)Nc2cc(Cl)ccc2N2CCCCC2)s1
  17	2	6	6	24	-2.5	2	-3	18
55. Cc1ccc(-c2nc(CS(=O)CC(=O)NCc3ccccc3)c(C)o2)cc1 (stereo not drawn)
  3	-3	7	15	20	-2.3	-2	-5	26
56. C#Cc1ccc(C(=O)Nc2ccc(N3CCC(C)CC3)c(C(N)=O)c2)cc1
  8	18	-11	-24	34	0.6	-1	2	-2
57. NS(=O)(=O)c1ccc(NC(=O)CN2CCN(S(=O)(=O)c3ccc(F)cc3)CC2)cc1
  7	-2	-5	0	15	2.4	-8	1	7
58. O=C(NC1CCCC1)c1ccccc1-c1ccccc1
  10	1	-8	4	-13	-0.8	-2	-5	5
59. NCCc1nnc(SCC(N)=O)o1
  -5	-2	-7	11	-1	-2.4	-10	-3	-5
60. CN(C)c1ccc(/C=N/N(CCC(=O)NC(C)(C)C)C2=NS(=O)(=O)c3ccccc32)cc1
  7	-4	11	2	8	2.8	18	-4	-16

# Other compounds:
# Values run as follows: APJ antagonist	UPR XBP1 act	TIM10 inh	tim23-1 inh	Mdm2 MdmX PPI	UPR CHOP act	CXCR6 inh	APJ agonist	tim10-1 inh
61. O=S(=O)(c1cccc2cccnc12)N1CCc2ccccc21
  -6	-4	-7	7	13	-1.6	2	-5	9
62. Cc1ccc(C(=O)NC(=S)N(C)Cc2ccccc2)cc1
  -3	3	8	0	-11	2.7	5	-2	23
63. Cc1ccc(S(=O)(=O)CCC(=O)OC(C)C(=O)Nc2ccc(N3CCOCC3)cc2)cc1 (stereo not drawn)
  7	-2	-10	-5	5	1.3	-3	1	-11
64. CC(=O)Nc1nnc(Cc2ccccc2)s1
  -5	-2	14	6	22	-0.2	0	-3	14
65. COc1ccc(-n2nc(C(N)=O)c(O)cc2=O)cc1
  3	0	-7	-7	-23	-0.6	-4	-1	-10
66. Fc1cccc(CN2CCN(c3nc4nonc4nc3NC3CC3)CC2)c1
  9	-2	13	2	-20	-1.9	-2	-2	10
67. CC(=O)N1c2ccc(S(=O)(=O)NCCc3ccc(Cl)cc3)cc2CC1C (stereo not drawn)
  -9	-4	5	16	15	0.6	-4	8	12

# Assay outcomes (PubChem BioAssay)
